# TNAP inh hiacc: TNAP (human) inhibition, high acceptor; P05186; purified TNAP, CDP-star luminescence, 1 M DEA; inhibition, % at 20 µM; hit rate 0.03% among 200,000; AID 1135;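 active = over 50% inhibition of tissue-nonspecific alkaline phosphatase at 20 µM in the single-dose screen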;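 also: plate controls were DMSO wells for no effect and EDTA-quenched wells as full inhibition for full effect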
# TNAP inh no acc: blocks human TNAP activity with no phosphate acceptor present; purified TNAP, CDP-star luminescence, 30 min; inhibition, % at 20 µM; hit rate 0.26% among 200,000; AID 1012;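 active = tissue-nonspecific alkaline phosphatase inhibition above about 50% at 20 µM in the single-dose screen, limit read from the data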;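 also: 0% = DMSO negative control and 100% = EDTA positive control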
# FLuc inhib CS: counter-screen for luciferase assay inhibitors: firefly luciferase inhibition. ATPLite firefly luciferase biochemical luminescence, 10 min. inhibition, % at 10 µM. hit rate 1.5% among 200,000;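 active = inhibition above about 50% when tested at 10 µM, limit read from the data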
# Target sequence (P08659 whole entry, looked up): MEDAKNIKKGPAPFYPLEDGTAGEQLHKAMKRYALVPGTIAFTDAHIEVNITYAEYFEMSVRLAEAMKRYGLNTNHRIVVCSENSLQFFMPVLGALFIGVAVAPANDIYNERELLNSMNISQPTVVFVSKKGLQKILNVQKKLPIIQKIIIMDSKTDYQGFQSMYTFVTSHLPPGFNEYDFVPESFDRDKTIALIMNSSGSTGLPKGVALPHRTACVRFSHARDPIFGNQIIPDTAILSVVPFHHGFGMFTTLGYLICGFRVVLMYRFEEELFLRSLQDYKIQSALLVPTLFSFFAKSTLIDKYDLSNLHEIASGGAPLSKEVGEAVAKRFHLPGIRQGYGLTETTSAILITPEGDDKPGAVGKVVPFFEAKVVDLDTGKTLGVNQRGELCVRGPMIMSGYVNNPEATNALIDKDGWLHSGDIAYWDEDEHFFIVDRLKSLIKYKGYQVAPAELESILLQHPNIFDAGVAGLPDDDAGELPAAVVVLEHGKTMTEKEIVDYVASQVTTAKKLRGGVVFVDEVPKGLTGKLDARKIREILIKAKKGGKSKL
# PMI activator: activators of human phosphomannose isomerase. P34949. hit rate 0.005% among 190,000. activation factor at 20 µM. AID 1214. purified human PMI, coupled resazurin fluorescence, 20 min; active compounds read high; 1 = vehicle control, 0 substrate-free wells;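 active = activation factor of 2 or more at 20 µM, relative to plate controls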
# Target sequence (P34949 whole entry, looked up): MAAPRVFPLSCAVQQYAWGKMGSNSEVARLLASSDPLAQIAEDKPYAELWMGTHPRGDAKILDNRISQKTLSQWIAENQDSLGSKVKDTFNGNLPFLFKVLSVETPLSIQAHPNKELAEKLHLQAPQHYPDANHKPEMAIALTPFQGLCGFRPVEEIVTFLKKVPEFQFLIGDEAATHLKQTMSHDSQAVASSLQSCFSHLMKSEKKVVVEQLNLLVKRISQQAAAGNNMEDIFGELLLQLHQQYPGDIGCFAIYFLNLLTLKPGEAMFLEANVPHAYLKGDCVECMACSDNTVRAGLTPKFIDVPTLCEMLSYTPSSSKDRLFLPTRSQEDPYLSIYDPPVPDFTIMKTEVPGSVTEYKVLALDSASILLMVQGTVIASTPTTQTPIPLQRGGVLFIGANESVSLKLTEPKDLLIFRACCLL
# bIAP activator: intestinal alkaline phosphatase (bovine) activation | purified bovine IAP, CDP-star luminescence, 30 min; active compounds read high; fold of DMSO-control signal, blank-subtracted | activation factor at 20 µM | hit rate 0.17% among 200,000 | AID 1016;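 active = activation factor of 2 or more at 20 µM, a signal rise over negative controls twice the positive control's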
# APP 5'UTR act: APP 5'UTR luciferase reporter activation; hit rate 1% among 190,000; SH-SY5Y APP 5'UTR luciferase reporter, luminescence; zero percent = DMSO vehicle wells; activation, % at 2 µM;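 active = activation above a set limit, based on mean plus 3 SD of controls, cut at about 140% in these data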; also: values of inactives mirror those of a sister screen read the other way
# TNAP act hi DEA: increases human TNAP activity under high phosphate acceptor concentration; purified TNAP, CDP-star luminescence, 1 M DEA, 30 min; active compounds read high; 0 = EDTA background, 1 = DMSO-only activity; activation factor at 20 µM; 200,000 tested, under 10 active; AID 1136;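 active = activation factor at least 2 at 20 µM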
#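 Assay system: human TNAP; Input: enzyme diluted 1/800 final; Reagent: CDP-star luminogenic substrate at 100 µM final; Timing: 30 min, room temperature; Signal: luminescence; Evaluation: TNAP activation factor scaled between EDTA and DMSO control wells.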
# FLuc act counter: firefly luciferase counter-screen for stimulation assays. ATPlite luciferase biochemical, luminescence, 10 min; 0 = ATP-free wells, 1 = DMSO control. activation factor at 10 µM. 200,000 tested, under 10 active. AID 1027;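 active = luciferase activation factor, scaled between plate controls, of at least 2 with compound at 10 µM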
#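 Material: Luciferase/luciferin reagent mix; Doses: test compounds dosed from 2 mM stocks in 100% DMSO; Schedule: 10 min incubation after luciferase reagent addition, room temperature; Measured by: luminescence from luciferase reaction; Read-out: luminescence gain marking luciferase activators.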
# PMI act satM6P: activators of human phosphomannose isomerase at near-saturating mannose 6-phosphate. activation factor at 20 µM. coupled PMI enzyme assay, resazurin fluorescence, 20 min; active compounds read high; 1 = untreated enzyme, 0 = substrate-free blank. AID 1216. P34949. hit rate 0.34% among 190,000;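 active = activation factor of 2 or more at 20 µM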
#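 Test system: human PMI in coupled enzyme assay; Input: PMI at 15 ng/mL final; Medium: HEPES buffer, pH 7.4; Schedule: 20 min incubation at room temperature; Technique: resorufin fluorescence at Ex 544/Em 590 nm; Compound: 20 µM single dose; Probe or stimulus: Near-saturating mannose-6-phosphate, 1.0 mM.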
# NF-kB neuron act: compounds increasing NF-kB expression in human neuronal cells. NF-kB reporter expression; active compounds read high. fold change at 12.5 µM. hit rate 1.6% among 190,000; in the data active = fold change above about 3.3
# * marks the source's active call; other numbers are inactive results; . = not tested or not shown; & = joins results of further samples.
SMILES,TNAP inh hiacc,TNAP inh no acc,FLuc inhib CS,PMI activator,bIAP activator,APP 5'UTR act,TNAP act hi DEA,FLuc act counter,PMI act satM6P,NF-kB neuron act
O=C(OC(c1ccc(NS(=O)(=O)c2ccccc2)cc1)(C(F)(F)F)C(F)(F)F)c1ccccc1,1.6,-2.1,-0.8,0.8,1.1,-21.0,1,1,0.9,0.79
O=C(Cc1ccc(Br)cc1)NNC(=O)Nc1ccc(Cl)cc1,-0.3,-6.7,5.8,1,1,22.1,1,0.9,1,0.87
CCCC(=O)N(Cc1cc2cccc(C)c2[nH]c1=O)c1ccccc1OC,-3.9,-3.6,-6.2,0.9,1,0.1,1,1.1,0.9,0.85
CCOC(=O)N1CCN(C(=O)CSc2ccc(Cl)cc2)CC1,-4.0,-9.3,-1.8,1.1,1,-5.0,1,1,1,1.49
COc1ccc(NC2=C(c3ccc(OC)cc3)C(=O)c3ccccc32)cc1,13.1,-0.4,0.7,0.9,1,-8.8,0.9,1,1,1
O=C(Cc1ccc(Br)cc1)N1CCN(c2ccccc2O)CC1,-4.3,-4.3,-2.3,0.9,1,4.8,1,1,1,1.38
COc1c(Br)cc(C(N)=O)cc1OCc1ccccc1,-1.9,-9.3,-7.4,0.9,1,-11.4,1,1.1,0.9,1.3
COc1ccc2nc(C)cc(SCC(=O)O)c2c1,-4.2&-4.0,-10.4&-12.1,-8.8&-7.5,1.1&0.9,0.9&1,8.6&-12.2,1&1,1.1&1.1,1.3&0.9,1.15&1.07
Cc1ccsc1-c1nc(CN2C[C@@H](C)O[C@@H](C)C2)c(C)o1,1.8,-0.4,1.2,0.8,1,-4.2,1,1,0.9,1.16
O=C(/C(C=Nc1ccc(F)cc1)=C(/O)c1ccco1)C(F)(F)F,-0.7,-10.6,79.3*,1.2,1.4,105.5,1,0.2,1.4,3.36*
Oc1ccccc1/C=N/c1c(-c2ccco2)nc2ccccn12,0.4,-0.3,41.7,0.8,1,2.5,1,0.6,0.5,0.8
Cc1ccccc1N1C(=O)N(c2cccc(C(F)(F)F)c2)C2CS(=O)(=O)CC21 (stereo not given),-6.3,-11.8,-2.2,1.1,0.9,-1.1,1.1,1,0.9,1.01
O=C(Nc1ccccc1)Nc1nnc(Cc2ccc([N+](=O)[O-])cc2)s1,-2.0,-9.7,-0.6,1.1,0.9,17.4,1,1,1.1,1.01
COc1ccccc1-n1cnnc1SCc1csc(-c2ccccc2)n1,-3.0,-9.7,-7.6,1,0.8,9.3,1,1.1,1,1.02
COC(=O)c1nnc(-c2ccccc2)c(-c2ccccc2)n1,-6.0,2.1,-8.2,1,1,0.3,1.1,1.1,1,0.87
COC(=O)c1ccc(COC(=O)CNC(=O)c2ccco2)cc1,0.1,-7.1,1.5,0.9,1,-4.0,1,1,1,1.08
COc1ccc(NC(=O)c2ccc(OC(F)F)cc2)cc1Cl,-5.5,-10.4,51.6*,0.9,0.9,103.7,1.1,0.5,0.8,4.37*
Cc1ccc(-c2nc3cnccn3c2Nc2c(C)cccc2C)o1,-1.5,-12.9,6.0,1.3,1.2,-23.1,1,0.9,1.1,0.83
Cc1cc(=O)[nH]c(SCCCOc2ccc3c(c2)CCC3)n1,0.3,-5.0,-0.3,0.9,0.9,10.0,1,1,0.9,1.43
Cc1cc(NC(=O)C2CCCN2C(=O)Nc2c(C)cccc2C)ccc1-n1cnnn1 (stereo not given),-3.0,-12.6,-2.5,1.1,0.9,-8.5,1,1,1.1,1.09
CCNc1nc(NC#N)nc(SCC(=O)OCC)n1,-11.8,-15.8,-11.3,1.1,0.9,0.7,1.1,1.1,1,0.91
COc1ccc(/C=C/C(=O)c2ccc[nH]2)c(OC)c1OC,1.3,-8.6,46.6,1.1,1,36.2,1,0.5,1,1.84
CCCC[C@@H]1CNC(=S)N1CCCc1cc(OC)c(OC)c(OC)c1,-7.1,-6.6,-6.7,0.9,0.7,-0.1,1.1,1.1,1,0.94
Cc1cc(CN2CCN(CCC#N)CC2)c(O)c(C2(C)CCCCC2)c1,1.4,-3.6,-3.6,0.8,1,-0.7,1,1,0.9,1
CCOC(=O)N1CCN(C(=O)C2CCN(C(=O)c3cc4sccc4n3CC)CC2)CC1,-3.3,-13.9,-6.4,0.9,1,-17.9,1,1.1,1,0.85
CCOC(=O)c1c(NC(=O)Cn2nnc3ccccc32)sc2c1CCC(C)C2 (stereo not given),-7.9,-8.9,-5.4,0.9,0.9,2.6,1.1,1.1,0.9,1.06
O=C(NCC(F)(F)F)Nc1ncccn1,-0.5,-10.3,-5.3,1.1,1,-0.4,1,1.1,1,1.12
CCN(c1ccccc1)S(=O)(=O)c1cccc(C(=O)OCc2nc3sc(C)c(C)c3c(=O)[nH]2)c1,0.0,0.2,-3.4,0.8,1,-15.7,1,1,0.9,1.08
COC(=O)c1c(NC(=O)CN2CCN(c3ccccc3)CC2)c2c(C)cccc2n1C,-4.2,-6.4,-6.7,1,1,9.8,1,1.1,1,0.7
CCn1c(SCc2nc3cc(OC)c(OC)cc3c(=O)[nH]2)nc2ccccc21,-5.7,-107.8,-4.6,1,1,-3.3,1.1,1,1,1.08
CN(CC(=O)Nc1ccccc1[N+](=O)[O-])Cc1ccc(Br)cc1,-3.2,-6.8,1.4,0.9,0.8,11.2,1,1,0.9,1.02
CCCCN(C)C(=O)CS(=O)(=O)Cc1nc(-c2cccc(OC)c2)oc1C,1.5,-11.9,-0.3,0.8,1.1,-9.1,1,1,0.9,0.99
COc1ccccc1-n1c(-c2ccc(NS(C)(=O)=O)cc2)n[nH]c1=S,-2.7,-12.6,0.9,1,0.9,6.9,1,1,1.1,1.17
O=S(=O)(c1cccc(C(F)(F)F)c1)N1CCN(c2cnccn2)CC1,-8.2,-12.2,-5.4,1,1,24.3,1.1,1.1,1,0.91
OC(COCCC12CC3CC(CC(C3)C1)C2)CN1CCCCC1 (stereo not given),-11.2,-6.9,-5.4,1,1,14.4,1.1,1.1,1,0.93
Cc1ccc(-c2noc(CN3CCC(C(N)=O)CC3)n2)cc1,-4.5,-8.2,0.9,1,1.1,14.4,1,1,0.9,1.98
CC(=O)c1ccc2noc(-c3cccc(C)c3)c2c1,6.6,8.0,9.0,1.4,0.9,18.8,0.9,0.9,1.6,1.08
CCN1CCN(C(=O)CCNC(=O)Cn2ccc3ccccc3c2=O)CC1,-5.8,4.3,-8.6,1,1,-6.9,1.1,1.1,1.1,1.1
CC(=O)Nc1cccc(NC(=O)c2cc3ccccc3o2)c1,-9.4,-14.8,64.3*,0.9,0.9,125.1,1.1,0.4,0.9,3.44*
O=C(CN(c1ccc(F)cc1)S(=O)(=O)c1ccc2c(c1)OCCO2)Nc1ccc2c(c1)OCO2,-6.7,-28.1,-0.7,0.7,0.9,-16.9,1.1,1,0.8,0.8

# 3 of these compounds, reformatted.
compound | TNAP inh hiacc | TNAP inh no acc | FLuc inhib CS | PMI activator | bIAP activator | APP 5'UTR act | TNAP act hi DEA | FLuc act counter | PMI act satM6P | NF-kB neuron act
OC(COCCC12CC3CC(CC(C3)C1)C2)CN1CCCCC1 (stereo not given) | -11.2 | -6.9 | -5.4 | 1 | 1 | 14.4 | 1.1 | 1.1 | 1 | 0.93
COc1ccccc1-n1c(-c2ccc(NS(C)(=O)=O)cc2)n[nH]c1=S | -2.7 | -12.6 | 0.9 | 1 | 0.9 | 6.9 | 1 | 1 | 1.1 | 1.17
CCCC[C@@H]1CNC(=S)N1CCCc1cc(OC)c(OC)c(OC)c1 | -7.1 | -6.6 | -6.7 | 0.9 | 0.7 | -0.1 | 1.1 | 1.1 | 1 | 0.94

# Next structures
SMILES,TNAP inh hiacc,TNAP inh no acc,FLuc inhib CS,PMI activator,bIAP activator,APP 5'UTR act,TNAP act hi DEA,FLuc act counter,PMI act satM6P,NF-kB neuron act
Cc1noc(C)c1S(=O)(=O)N(CC(=O)N1CCn2c1nc1ccccc12)c1ccc(C(C)C)cc1,-6.1,23.3,-8.5,0.9,1,1.2,1.1,1.1,1,0.95
O=C1NCCN/C1=C\C(=O)c1ccccc1,-2.9,-6.6,0.6,0.9,0.9,-74.1,1,1,1,1.56
Cc1cccc(N(CC(=O)N=Nc2c(O)[nH]c3ccccc23)S(C)(=O)=O)c1C,-4.1,-8.5,-9.1,0.9,1,2.1,1,1.1,1,0.63
O=C(O)c1cnn2c(C(F)(F)F)cc(-c3ccccc3)nc12,-0.2,-0.5,-7.4,1.1,0.9,-2.7,1,1.1,1.1,1.27
Cc1ccc(S(=O)(=O)N(CC(=O)NCCSC2CCCCC2)c2ccccc2F)cc1,0.4,-5.0,-5.1,0.9,1,-1.1,1,1.1,0.9,0.99
O=C(Nc1nc2c(s1)C(=O)CCC2)c1ccccc1,-5.4,-10.7,65.8*,0.9,1,148.3*,1.1,0.3,1,3
Brc1ccc(-c2nn3c(Cc4ccccc4)nnc3s2)o1,-0.9,-10.5,0.7,1,0.8,-2.6,1,1,1.1,0.86
O=C(COc1ccc(-c2ccccc2)cc1)NN=C1CCCC1,1.2,-46.9,2.7,1,1,-11.4,1,1,1,.
O=C(OC1Cn2c(=O)ccc(=O)n2C1)c1ccc([N+](=O)[O-])cc1,2.0,-10.3,-2.5,1,1,-2.3,1,1,1,1.1
O=C(Cn1c(=O)n(Cc2ccco2)c(=O)c2ccccc21)NCC1CCCO1 (stereo not given),-7.5,-13.5,-2.7,0.9,1,-7.7,1.1,1,0.9,0.9
CCN(CC)CC(=O)c1c[nH]c2ccccc12,-5.9,-3.1,-9.4,1.1,1,17.8,1.1,1.1,1.1,1.86
CCOC(=O)N1CCC(N2Cc3cccc(C(=O)NCc4ccccc4OC)c3C2=O)CC1,0.5,-4.8,-6.3,1,1,12.5,1,1.1,1,0.6
Cc1ccc(S(=O)(=O)N(c2ccccc2)C2CCS(=O)(=O)C2)cc1 (stereo not given),-5.1,-13.0,-6.1,1.1,1,-9.5,1.1,1.1,1.1,1.17
c1cc(Nc2ncnc3sccc23)cc(-c2nnc3n2CCCCC3)c1,-7.0,-13.9,-3.6,1,1.2,18.4,1.1,1,1.1,0.68
COc1ccc(C2N(Cc3ccccc3)CC(=O)N2/N=C(\C)c2ccccc2)cc1 (stereo not given),-4.5,-2.3,-1.1,0.8,1.1,-5.0,1,1,0.8,1.02
Cc1ccc(Nc2ncnc3c2cnn3C)cc1,-0.5,-4.9,0.3,1,1.1,18.2,1,1,0.9,1.52
O=C(C1=C(O)C(=O)N(c2ncccn2)C1c1cccc(Cl)c1)c1ccco1 (stereo not given),-2.2,-9.8,-3.3,1.3,0.9,-16.5,1,1,1.6,1.15
N#Cc1cc2c(=O)n3ccccc3nc2n(CCCn2ccnc2)c1=N,4.2,2.2,-4.4,1,1,-5.0,1,1,1,1.1
Fc1ccc(-c2ncc3ccccn23)cc1,-6.4,-9.5,4.5,1,0.9,2.2,1.1,1,0.9,1.26
O=P(COCCOCCOCP(=O)(c1ccccc1)c1ccccc1)(c1ccccc1)c1ccccc1,-5.6,-12.0,-5.8,1,1.2,1.1,1.1,1.1,0.9,0.92
CC(C)(C)NC(=O)CSc1nc(-c2ccccc2)cc(=O)[nH]1,-4.8,-5.7,-9.0,0.9,1,6.9,1,1.1,1,0.96

# Bioassay records from PubChem BioAssay.
